# F-actin modifier = alters cytoskeleton assembly in HUVEC cells; HUVEC TNFa F-actin phalloidin imaging, high content; inhibition, % at 2 µM; 91,000 compounds, 0.18% hits;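 active = inhibition above the batch mean plus 3 SD and confirmed as a hit by visual image inspection, cut at about 30% in these data, passing the limit was not always enough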; note: strong numbers were not always called active
# Plk1 PBD FP = blocks phosphopeptide binding to human Plk1 polo box domain. Plk1 PBD phosphopeptide binding, fluorescence polarization. inhibition, %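 (tested at about 20 µM)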. 97,000 compounds, 0.13% hits. AID 693; in the data active = inhibition above about 34%, passing the limit was not always enough
# VCAM1 TNFa inh = reduces TNF alpha induced VCAM1 expression in HUVEC. HUVEC TNFa-induced VCAM-1 immunofluorescence, high-content imaging. 95,000 compounds, 0.48% hits. inhibition, % at 2 µM;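 active = inhibition above the batch mean plus 3 SD, with images confirmed as a hit by eye, cut at about 37% in these data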;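 note: 0% = TNF-stimulated DMSO wells and 100% = unstimulated control wells; not every result past the cut was called active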
# sEH inh = soluble epoxide hydrolase (human) inhibition; inhibition, % at 2 µM; 91,000 compounds, 0.34% hits; AID 707; recombinant human sEH enzymatic activity assay; in the data active = inhibition above about 80%; note: values of inactives mirror those of a sister screen read the other way; many of its hits are not listed in these tables
# Target sequence (P34913 whole entry, looked up): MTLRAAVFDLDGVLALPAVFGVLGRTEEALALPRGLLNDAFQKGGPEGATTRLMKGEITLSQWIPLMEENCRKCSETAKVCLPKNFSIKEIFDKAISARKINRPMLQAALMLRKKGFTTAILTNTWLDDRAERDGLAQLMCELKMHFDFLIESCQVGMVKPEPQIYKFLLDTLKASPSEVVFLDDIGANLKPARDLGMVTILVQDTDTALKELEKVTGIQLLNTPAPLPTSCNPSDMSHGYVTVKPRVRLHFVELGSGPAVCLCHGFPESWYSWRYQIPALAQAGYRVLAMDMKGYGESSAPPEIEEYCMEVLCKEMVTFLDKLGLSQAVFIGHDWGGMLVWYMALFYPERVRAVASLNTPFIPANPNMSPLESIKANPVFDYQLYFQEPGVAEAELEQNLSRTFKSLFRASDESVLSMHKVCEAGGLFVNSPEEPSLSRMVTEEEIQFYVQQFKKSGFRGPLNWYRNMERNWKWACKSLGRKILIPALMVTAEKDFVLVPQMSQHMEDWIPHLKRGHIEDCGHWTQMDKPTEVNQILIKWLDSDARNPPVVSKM
# IL1B cytotox = HUVEC cytotoxicity counter-screen, IL-1B stimulated; HUVEC cell count loss, Hoechst imaging; cell count reduction, % at 2 µM; 94,000 compounds, 0.41% hits;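 active = cell count reduction more than 3 SD above the screen-wide mean, cut at about 70% in these data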;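 note: normalized per plate to untreated control cells as the no-loss baseline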
# E coli WT exp = blocks growth of wild type E. coli BW25113 | OD600 absorbance | growth inhibition, % at 100 µM | 98,000 compounds, 0.15% hits | AID 710;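 active = growth inhibition above about 50% at one test dose, limit read from the data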;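 note: growth measured after 20 h incubation at 37 °C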
# hDAT+cocaine = human DAT dopamine uptake with cocaine, either direction | Q01959 | LLC-PK1 hDAT cells, [14C]-dopamine uptake with cocaine IC80; actives deviate in either direction | B-score at 10 µM | 110,000 compounds, 1.3% hits;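 active = Z score or B-score, a plate-position-corrected score, falls beyond the plate's 99.7% confidence bounds, in either direction; inactive = both scores lie inside the 99.7% bounds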;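 note: scored against the spread of the other compound wells on the same plate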
# TNFa cytotox = HUVEC cytotoxicity counter-screen, TNF alpha stimulated; HUVEC TNFalpha-stimulated, Hoechst cell count, imaging; cell count reduction, % at 2 µM; 93,000 compounds, 0.17% hits;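 active = cell count reduction exceeding the screen mean by over 5 SD, scaled to untreated wells per plate, cut at about 78% in these data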;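 note: cells counted after 24 h of TNF alpha exposure following the 1 h pretreatment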
# PLK1 kinase inh = blocks human PLK1 kinase activity; inhibition, % at 10 µM; P53350; AID 619; 97,000 compounds, 0.53% hits; recombinant PLK1 kinase, TR-FRET peptide phosphorylation;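 active = inhibition of 50% or more in the single-concentration screen; inactive = inhibition below 50%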;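 note: 0% = DMSO max control and 100% = H-89 dihydrochloride min control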
# * = called active by the depositor; · = not tested or not shown.
# Order of results – F-actin modifier	Plk1 PBD FP	VCAM1 TNFa inh	sEH inh	IL1B cytotox	E coli WT exp	hDAT+cocaine	TNFa cytotox	PLK1 kinase inh
- CC(C)C(c1nnnn1Cc1ccccc1)N1CCN(Cc2ccc3c(c2)OCO3)CC1 (stereo unspecified)
  -2	6	8	·	-12	-1	-0.34	-18	-3
- O=C(NCC1CCCO1)Nc1ccc(Cl)cc1 (stereo unspecified)
  0	-8	-3	5	-37	10	0.094	5	-4
- CCc1c(C)nc2ncnn2c1NCCc1ccc(OC)c(OC)c1
  24	1	-2	10	26	-1	1.1	-14	0
- C/C(Cl)=C\CSc1nnc2n(N)c(=O)c3ccccc3n12
  -13	3	-2	2	-6	9	0.81	-28	-2
- CC(=O)NC(CCS(C)(=O)=O)C(=O)Nc1cccc(C(C)=O)c1 (stereo unspecified)
  -4	17	25	-4	49	-2	0.036	-9	-12
- CC(NC(=O)c1cc(-c2ccc3c(c2)OCO3)nc2ccccc12)C(C)(C)C (stereo unspecified)
  2	-8	4	-14	-3	-11	0.25	-6	-7
- Cc1ccc2c(c1)N(CC(=O)NCc1ccco1)C(=O)CO2
  3	-16	-19	8	-11	·	-1.8	-16	-6
- COc1cc(C2C(C#N)=C(N)N(Nc3ccccc3)C3=C2C(=O)CC(C)(C)C3)ccc1OCc1cccc(F)c1 (stereo unspecified)
  7	19	1	6	-32	-20	1.5	-12	-9
- Cc1cccc(NC(=O)c2oc3ccc(S(=O)(=O)N4CCOCC4)cc3c2C)c1C
  36	10	-6	-2	12	-8	-0.0024	11	-9
- CC(C)[C@@H]1CC[C@@H](C)c2c(-c3ccccc3)n[nH]c21
  5	-12	1	-7	38	1	1.5	6	-17
- CCOC(=O)Nc1nnc(-c2ccccc2OC)s1
  14	-1	-15	-15	20	-33	0.055	-1	-12
- CCC(C)N1C(=O)C2C(C(=O)Nc3cccc(OC)c3)C3C=CC2(O3)C1C(=O)NC1CCCCC1C (stereo unspecified)
  -27	-1	1	-4	26	-6	-0.91	-27	-5
- Cc1nc(N2CCN(Cc3ccccc3)CC2)nc2c1C(=O)CCC2
  16	17	-3	-8	1	14	·	-4	-15
- COCCOC(=O)C1=C(C)NC2=C(C(=O)CCC2)C1c1ccc2c(c1)OCO2 (stereo unspecified)
  2	-26	-4	-7	12	-7	0.44	-17	-20
- Cc1c(NC(=O)CSc2nc3ccccc3[nH]2)c(=O)n(-c2ccccc2)n1C
  7	-17	-2	-15	-10	6	0.38	-24	-8
- COCCn1c(SCC(=O)NC(=O)NC(C)C)nc2ccccc21
  7	-18	21	-1	-10	0	0.26	-4	-1
- c1ccc(-c2cc(N3CCOCC3)nc(-c3ccccc3)n2)cc1
  -30	12	-1	-9	-87	-7	0.1	-14	5
- COC(=O)c1[nH]c2cc(C)ccc2c1NC(=O)CN1CCc2cc(OC)c(OC)cc2C1
  4	1	-30	-10	6	-6	1.4	-8	-96
- Cc1onc(C(=O)N2CCC(C(N)=O)CC2)c1-c1ccccc1Cl
  15	-8	24	-4	10	6	-0.61	-23	4
- O=C(CCCN1C(=O)c2ccccc2C1=O)NCCCN1CCOCC1
  11	15	6	-3	-8	3	-0.47	-23	-4

# New compounds follow:
# Order of results – F-actin modifier	Plk1 PBD FP	VCAM1 TNFa inh	sEH inh	IL1B cytotox	E coli WT exp	hDAT+cocaine	TNFa cytotox	PLK1 kinase inh
- Cc1cc(OCc2nnc(SCC(=O)OC3CCCCC3)o2)ccc1Cl
  -13	6	-25	4	-36	-11	-0.35	-1	-9
- CCc1ccc(OCC(=O)N(C)C)c(Br)c1
  ·	1	·	1	-29	5	-0.53	·	-8
- Cc1onc(-c2ccccc2Cl)c1C(=O)N1CC(C)OC(C)C1 (stereo unspecified)
  -8	2	-4	2	-2	-2	-0.51	-13	-7
- O=C(CSc1ccccc1Cl)c1ccco1
  -52	-16	-1	-5	-8	7	-0.021	19	-9
- CCCC1(C(=O)OCC)NC(c2ccc(N(C)C)cc2)C2C(=O)N(c3ccccc3)C(=O)C21 (stereo unspecified)
  15	5	-2	-13	-177	-4	-0.18	-22	-12
- Fc1cccc(Oc2nc3ccccc3n3cccc23)c1
  21	-8	-4	-13	0	-3	0.05	16	-8
- CNC(=O)COC(=O)c1[nH]c(C)c(C(C)=O)c1C
  32	11	1	2	6	0	-0.65	-13	-6
- CCOc1ccc(C2=Nn3cnnc3SC2)cc1
  ·	-2	-22	12	-59	-3	0.2	-32	-8
- CC(=O)OC1=Cc2c(ccc3ccc(=O)oc23)OC1(C)C
  16	-14	-9	9	6	3	-0.0022	-8	3
- CC(=O)c1c(C)[nH]c(C(=O)NCc2ccccc2Cl)c1C
  ·	-8	·	85*	3	1	-0.19	·	-6
- CCOc1ccccc1-n1c(SCC(=O)NC(C)CC)nnc1-c1ccoc1C (stereo unspecified)
  -19	8	8	3	18	-6	0.018	2	-9
- COc1ccc(C)cc1NC(=O)C1CCC(CNc2c(N3CCOCC3)c(=O)c2=O)CC1 (stereo unspecified)
  -18	28	1	-3	-9	-9	-0.58	10	5
- CC(Sc1ncc(C#N)c(N)n1)C(=O)Nc1ccccc1 (stereo unspecified)
  1	-11	-11	-3	-104	-2	1	-17	-5
- Cc1cc2cc3c(cc2nc1SCC(=O)OC(C)C)OCO3
  0	-19	-4	6	-20	-6	0.045	-18	-7
- CC(C)c1ccc(Oc2cccc(C(=O)/C(C#N)=C/N(C)C)c2)cc1
  -6	1	3	1	0	4	0.0048	4	-13
- COc1c(S(=O)(=O)NCCN2CCOCC2)ccc(Cl)c1Cl
  16	1	17	0	18	3	-0.021	-2	-4
- CC(C)CC1CC(=O)OC1(C)C(=O)CSc1nc2ccccc2s1 (stereo unspecified)
  13	12	14	7	-11	4	0.35	-2	-6
- N#Cc1cccc(-c2nnc(SCc3ccccc3C#N)o2)c1
  0	13	11	·	10	-2	1.1	0	-10
- Cc1ccc(NC(=O)c2ccccc2N(C)S(C)(=O)=O)cc1C
  ·	-12	6	-6	2	1	-0.13	-43	-4
- O=C(CSc1ncnc2c1oc1ccccc12)NCc1ccco1
  -11	-5	7	12	-17	·	0.43	-9	-6

# Continued:
# Order of results – F-actin modifier	Plk1 PBD FP	VCAM1 TNFa inh	sEH inh	IL1B cytotox	E coli WT exp	hDAT+cocaine	TNFa cytotox	PLK1 kinase inh
- CCN(CC)S(=O)(=O)N1CCC(C(=O)NC2CCCC2)CC1
  2	-11	3	29	5	-8	-0.27	-16	-8
- CCOc1ccc(N=C2NC(=O)S/C2=C\c2ccc(N(C)C)cc2)cc1
  1	-18	2	14	-25	-25	·	-18	-19
- Cc1nn(-c2ncc(C(F)(F)F)cc2Cl)c(=O)n1-c1ccccc1Cl
  -1	-14	17	8	19	-3	-0.23	13	1
- Cc1ccc(-n2ncc3c(=O)n(CC(=O)N4CCN(c5ccccc5F)CC4)cnc32)cc1C
  4	18	5	10	17	·	-0.67	-9	-10
- COc1ccc(CNC(=O)C2CSC(c3ccc(OC)cc3)N2C(C)=O)cc1 (stereo unspecified)
  -8	3	12	18	11	4	-0.0024	-19	-20
- O=C(OCn1nnc2ccccc2c1=O)c1cccnc1
  -15	0	-10	-2	6	2	-1.1	3	-1
- CCOC(=O)C(=CNc1cccc(C)c1C)C(=O)OCC
  ·	3	·	-5	-41	-6	6.1*	·	-4
- Cn1c(NCC(O)c2ccccc2)nc2c1c(=O)n(Cc1ccc(Cl)cc1)c(=O)n2C (stereo unspecified)
  -6	-13	12	7	-42	-2	0.47	-23	-8
- Cc1c(C#N)c(NC(=O)c2ccccc2)n(Cc2ccccc2)c1C
  -16	-44	10	-2	-37	-1	0.028	-2	-12
- Cc1nc(-c2ccccc2)cc(=O)[nH]1
  3	-7	8	-2	36	2	-0.1	-12	5
- CCOc1ccc(-c2nnc3sc(-c4ccccc4OC)nn23)cc1
  13	7	12	-14	46	·	·	22	-14
- COc1ccc(C)cc1Cn1c(S(C)(=O)=O)nc2ccccc21
  13	20	34	14	4	12	0.31	-11	6
- COc1ccccc1NC(=O)CCCC(=O)OCC(F)(F)C(F)F
  -4	1	0	-6	16	-4	-0.78	16	-6
- O=C(N/N=C/c1cccs1)c1ccccn1
  15	21	15	0	-17	5	-0.062	-5	-1
- CCOc1cc(-c2nc3ccccn3c2NCC2CCCO2)ccc1O (stereo unspecified)
  26	-11	7	-10	34	8	1.1	-34	-16
- COc1ccccc1CNC(=O)CN(c1ccc(C)cc1)S(=O)(=O)c1c(C)n[nH]c1C
  -8	21	1	-4	4	4	0.066	-14	-1
- CN(c1ncc(C(F)(F)F)cc1Cl)n1cc(C(N)=O)c2ccccc2c1=O
  -4	7	-8	11	2	16	-0.89	-10	-11
- Cc1nn(-c2ccccc2)c2sc(C(=O)N(CC(=O)NC3CCCC3)Cc3ccco3)cc12
  14	17	-1	14	-10	-7	0.015	-19	-19
- CCN1CCN(C(=O)CCN2C(=O)COc3ccc(C)cc32)CC1
  5	-33	-21	·	-12	3	-1.1	-31	0
- CCOC(=O)C1=C(CSc2nc3ccccc3s2)NC(=O)NC1c1ccc(OC)cc1 (stereo unspecified)
  12	-45	-2	-3	-78	-10	1.6	6	-17

# Other entries.
# Order of results – F-actin modifier	Plk1 PBD FP	VCAM1 TNFa inh	sEH inh	IL1B cytotox	E coli WT exp	hDAT+cocaine	TNFa cytotox	PLK1 kinase inh
- N#Cc1ccc(N2CCCC2C(=O)O)c([N+](=O)[O-])c1 (stereo unspecified)
  -22	-10	-13	-16	13	2	-0.54	21	-14
- Clc1ccc2nc(CN3CCCCCC3)cn2c1
  -11	-21	8	2	-3	5	0.024	3	-8
- CCCc1nnc(SCC(=O)Nc2ccc(OCC)cc2)n1N
  2	-11	11	-2	10	2	0.43	-10	-6
- CC(C)CNS(=O)(=O)c1cc(C(=O)N2CC(C)OC(C)C2)c(Cl)cc1Cl (stereo unspecified)
  2	-1	11	1	-36	2	-0.34	14	-7
- COc1ccc(C(=O)NC2CCCCC2)cc1S(=O)(=O)N1CCCC1
  21	-20	8	-11	6	-11	0.54	-4	-2
- CCCN(CCC)CCNc1c(NC2CCN(C(=O)OCC)CC2)c(=O)c1=O
  8	5	-4	1	4	-2	-0.086	-20	-11
- CCOc1ccc(C(CC(=O)O)NS(=O)(=O)c2ccc(C)cc2)cc1OC (stereo unspecified)
  24	6	-28	0	-7	-2	-0.016	15	1
- CC(OC(=O)CN1C(=O)C2CCCCC2C1=O)C(=O)Nc1ncc(Cl)cc1Cl (stereo unspecified)
  -12	-4	8	·	-13	0	0.44	-21	-4
- CCOCCCNC(=O)C(c1ccc(C)cc1)N(Cc1ccc2c(c1)OCO2)C(=O)c1cnccn1 (stereo unspecified)
  -14	-20	-15	-1	-8	4	-0.55	2	-5
- COc1cccc(C(=O)Nc2cccc(C(=O)N3CCOCC3)c2)c1
  -3	2	-2	4	0	5	0.2	-15	-1
- COc1ccc(O)c(C(=O)CC(=O)c2ccccc2)c1
  ·	-4	3	-2	4	33	1.1	0	-17
- Cc1ccccc1S(=O)(=O)Cc1ccc(C(=O)NCCCN2CCN(C)CC2)o1
  68	-21	-2	8	2	5	0.76	-38	9
- CC(C)NC(=O)c1cc(-c2cccs2)on1
  ·	-25	9	11	-9	-3	-0.33	-34	-2
- COC(=O)c1cc(C(C)=O)n2ccccc12
  -12	-7	20	-1	4	3	-0.093	0	-14
- CCOC(=O)c1ccc(NC(=O)c2ccccc2)cc1
  -2	19	14	-2	8	5	0.19	-14	8
- COc1cccc(Nc2nc(=O)[nH]nc2C)c1
  11	16	-30	-8	83*	-6	0.12	-14	0
- COc1ccc(Nc2ncnc3c2cnn3Cc2ccccc2)cc1OC
  12	-26	3	0	-14	7	1.8	-27	-7
- Cc1ccc(SCc2[nH]nc3c2C2(C(=O)Nc4ccc([N+](=O)[O-])cc42)C(C#N)=C(N)O3)cc1 (stereo unspecified)
  11	16	3	4	19	-3	2.3	-6	-8
- C/C(CCc1ccc2c(c1)OCO2)=N\N=C1\NC(=O)CC(C(=O)Nc2ccc(Cl)cc2)S1 (stereo unspecified)
  -1	-1	0	50	-9	7	-0.065	-5	-10

# Screening data deposited in PubChem by several laboratories.
